Vif imaging: inhibitors of HIV Vif | HEK293T cells, Vif self-association by quenched fluorescence, imaging, 24 h | inhibition, % at 7.49 µM | 340,000 compounds, 0.35% hits | AID 602346; in the data active = inhibition above about 50%, passing the limit was not always enough; also: some results filed as inactive read as strong as hits
LRH-1 inv ag: suppresses constitutive activity of human LRH-1; O00482; HEK293T StAR-luciferase reporter, LRH-1 transfected, 24 h; inhibition, % at 3.6 µM; 360,000 compounds, 0.13% hits; AID 602396;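 active = inhibition above the mean inhibition of all tested compounds plus 3 SD, cut at about 73% in these data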;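 also: 0% = DMSO wells and 100% = reporter-only cells lacking LRH-1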
Target sequence (O00482 whole entry, looked up): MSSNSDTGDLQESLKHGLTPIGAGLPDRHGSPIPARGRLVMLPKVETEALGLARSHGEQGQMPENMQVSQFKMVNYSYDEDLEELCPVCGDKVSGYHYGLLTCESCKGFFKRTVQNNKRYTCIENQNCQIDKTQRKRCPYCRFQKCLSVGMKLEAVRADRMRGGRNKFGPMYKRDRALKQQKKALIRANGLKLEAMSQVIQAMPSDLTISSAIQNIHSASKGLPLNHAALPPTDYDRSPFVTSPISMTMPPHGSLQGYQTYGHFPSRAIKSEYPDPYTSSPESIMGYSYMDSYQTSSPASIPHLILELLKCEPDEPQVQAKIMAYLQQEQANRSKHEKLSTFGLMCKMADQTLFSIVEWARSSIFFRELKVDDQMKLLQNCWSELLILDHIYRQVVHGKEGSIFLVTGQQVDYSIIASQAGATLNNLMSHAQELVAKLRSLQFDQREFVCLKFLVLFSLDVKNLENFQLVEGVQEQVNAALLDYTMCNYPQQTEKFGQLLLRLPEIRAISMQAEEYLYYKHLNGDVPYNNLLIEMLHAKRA
SRC1 inh: inhibits human SRC1 coactivator. Q15788. HEK293 GAL4-SRC1 luciferase reporter, luminescence. inhibition, % at 3.6 µM. 360,000 compounds, 0.12% hits. AID 588354;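 active = inhibition above the campaign mean plus 3 SD, with each screening campaign given its own cutoff, cut at about 60% in these data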;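 also: 0% = DMSO treated cells and 100% = gossypol at 36 µM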
NCOA3 inh: inhibits human SRC3 coactivator; HEK293 GAL4-SRC3 luciferase reporter, luminescence; inhibition, % at 3.6 µM; AID 588352; Q9Y6Q9; 360,000 compounds, 0.17% hits;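 active = inhibition above a per-campaign cutoff, the mean of all compounds plus 3 SD, cut at about 60% in these data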;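 also: 0% = DMSO-treated cells and 100% = gossypol-treated cells at 36 µM; higher means less SRC3-driven luciferase light from the GAL4 reporter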
TLR9-MyD88 block: inhibitors of human TLR9-MyD88 binding; CHO BLA complementation TLR9-MyD88, CCF4 FRET ratio; inhibition, % at 4.98 µM; 340,000 compounds, 0.21% hits; AID 504734;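 active = inhibition above the mean over all tested compounds plus 3 SD, cut at about 21% in these data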;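 also: 0% = DMSO only wells and 100% = clavulanate BLA inhibitor control wells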
NOD2 RIPK2 PPI: blocks binding of human NOD2 to RIPK2. O43353. CHO BLA complementation NOD2-RIPK2, CCF4 ratio. inhibition, % at 4.98 µM. 360,000 compounds, 0.38% hits; in the data active = inhibition above about 21%;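 also: 0% = vehicle only and 100% = reference blocker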
Target sequence (O43353 whole entry, looked up): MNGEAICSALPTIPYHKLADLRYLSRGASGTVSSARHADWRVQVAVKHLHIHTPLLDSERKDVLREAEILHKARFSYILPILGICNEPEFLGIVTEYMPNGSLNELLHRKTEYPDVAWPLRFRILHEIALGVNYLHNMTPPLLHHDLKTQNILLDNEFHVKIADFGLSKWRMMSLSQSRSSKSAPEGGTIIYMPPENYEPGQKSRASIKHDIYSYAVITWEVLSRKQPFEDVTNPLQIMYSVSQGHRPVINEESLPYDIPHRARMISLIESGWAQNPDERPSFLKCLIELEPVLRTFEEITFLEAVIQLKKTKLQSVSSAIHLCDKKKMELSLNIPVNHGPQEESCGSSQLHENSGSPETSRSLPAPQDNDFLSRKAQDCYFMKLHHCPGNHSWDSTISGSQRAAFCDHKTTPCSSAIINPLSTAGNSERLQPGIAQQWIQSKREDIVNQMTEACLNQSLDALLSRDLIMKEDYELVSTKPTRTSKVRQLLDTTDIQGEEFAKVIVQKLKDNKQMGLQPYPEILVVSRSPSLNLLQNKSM
SRC2 inh: inhibits human steroid receptor coactivator 2; Q15596; HEK293 GAL4-SRC2 luciferase reporter, luminescence; inhibition, % at 9 µM; 370,000 compounds, 0.17% hits;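 active = inhibition above the mean inhibition of all tested compounds plus 3 SD, set per campaign, cut at about 52% in these data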;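 also: 0% = DMSO treated cells and 100% = cells given Gossypol at 36 µM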
TRAIL sens C8: caspase-8 TRAIL sensitization; AID 624354; NB7+C8 cells + TRAIL, ATPlite viability luminescence; 360,000 compounds, 1% hits; inhibition (viability loss, TRAIL sensitization), % at 10 µM;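 active = compounds causing at least 50% loss of cell viability in the single-dose screen, relative to plate controls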
TROY NFkB inh: TROY signaling inhibition | Q293 LMP1-TROYcd NF-kB luciferase reporter, 4 h | inhibition, % at 10 µM | 360,000 compounds, 0.98% hits | AID 1347056;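 active = compounds whose plate-normalised and pattern-corrected inhibition of the luciferase reporter signal at the single screening dose is 50% or more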
COUP-TFII inh: NR2F2 (human) inhibition, primary screen. HEK293T NGFI-A luciferase reporter, luminescence. inhibition, % at 8.6 µM. 370,000 compounds, 0.7% hits;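 active = inhibition above a per-plate cutoff, mean inhibition of test wells between control levels plus 3 SD, cut at about 38% in these data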;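 also: cells cotransfected with COUP-TFII expression vector driving the NGFI-A reporter; 0% = median of COUP-TF2 test wells and 100% = reporter-only cells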
EBV LMP1 NFkB: inhibitors of Epstein-Barr LMP1-induced NF-kappaB reporter; LMP1-induced NF-kappaB luciferase reporter cells, luminescence; inhibition, % at 12.5 µM; 350,000 compounds, 0.69% hits; in the data active = inhibition above about 41%;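 also: 0% = neutral control wells and 100% = reference inhibitor control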
The depositor's hits bear a star; nt = not tested or not shown. This is a subset, so the mix of outcomes need not match the whole.

Results follow in this order: Vif imaging | LRH-1 inv ag | SRC1 inh | NCOA3 inh | TLR9-MyD88 block | NOD2 RIPK2 PPI | SRC2 inh | TRAIL sens C8 | TROY NFkB inh | COUP-TFII inh | EBV LMP1 NFkB
Cc1c(Cl)c(C(=O)NC2CCCC2)nn1C
→ 4 | 11 | 3 | 18 | 1 | -3 | -14 | 4 | 3 | -9 | -8
O=C(/C=C/c1ccc(F)cc1)Nc1cc(S(=O)(=O)N2CCOCC2)ccc1N1CCCC1
→ -1 | -8 | -15 | 19 | -23 | 0 | 0 | 5 | -7 | 8 | 1
CCCc1nc(SC2CCCC2)c2c(=O)n(C)c(=O)n(C)c2n1
→ 11 | -19 | -14 | 8 | 8 | -1 | 7 | 3 | 5 | 12 | 1
O=C(/C=C/c1ccncc1)c1ccc2c(c1)OCCO2
→ 2 | 19 | -2 | 12 | 7 | 7 | 19 | -3 | 29 | -16 | 9
CC12CN3CC(C)(CN(C1)C3c1ccc3ccccc3c1O)C2=O (stereo unspecified)
→ 6 | 12 | 0 | 1 | -3 | -1 | -26 | 1 | 9 | 7 | 1
Cc1ccc(Cc2c(-c3ccc(C)cc3)nc3c(Cl)cc(C(F)(F)F)cn23)cc1
→ nt | -13 | 1 | -9 | nt | -9 | nt | -3 | 8 | nt | nt
CC1CCCN(C(=O)c2ccccc2OC2CCN(S(C)(=O)=O)CC2)C1 (stereo unspecified)
→ 1 | 2 | -10 | 10 | 6 | -3 | 2 | -1 | 7 | 0 | 0
Cn1nc(C(F)(F)F)c(-c2ccccc2)c1NC(=O)CSCC(=O)O
→ -1 | 12 | 16 | 20 | 1 | -1 | -1 | -3 | -7 | 7 | -2
Cn1nc(C(C)(C)C)cc1C(=O)N1CCCC(C)(C(=O)NS(=O)(=O)C2CC2)C1 (stereo unspecified)
→ 6 | 17 | -8 | -4 | nt | -4 | 13 | -12 | 11 | -7 | nt
COc1cc(O)c(C(CCN2CCCC(C)C2)c2ccc3c(c2)OCO3)c(OC)c1 (stereo unspecified)
→ -3 | 12 | -10 | -7 | -2 | 5 | -9 | -6 | 11 | -2 | 0
Cc1ccc(S(=O)(=O)NNC(=O)CCC(=O)Nc2ccccc2)cc1
→ -10 | 5 | -2 | -5 | -1 | -9 | -13 | -12 | -8 | 6 | -7
CCOC(=O)[C@]12CCCC=C1N(CCC1=CCCCC1)C(=O)[C@H](CC(=O)NCCC(C)C)C2
→ nt | 11 | nt | nt | nt | 1 | 12 | 1 | nt | 13 | nt
CC(c1ccccc1)N1C(=O)c2ccc(C(=O)Nc3ccc(Br)cc3C(=O)O)cc2C1=O (stereo unspecified)
→ 15 | 15 | 1 | 14 | 12 | -3 | 14 | 4 | 64* | 11 | -1
O=C(COc1ccccc1F)Nc1ccc(S(=O)(=O)NCc2ccco2)cc1
→ 8 | -1 | 10 | 15 | 6 | 3 | 13 | 9 | 17 | -8 | -5
COC(=O)C(C)Oc1ccc2c(c1)O/C(=C\c1cccc(Br)c1)C2=O (stereo unspecified)
→ 0 | -12 | 5 | -4 | 12 | 4 | 28 | 7 | 2 | 12 | 38
CC1(C(=O)NS(=O)(=O)c2cccc(F)c2)CCN1C(=O)CCc1ccc(Cl)cc1Cl (stereo unspecified)
→ 18 | -5 | -16 | -6 | nt | -13 | 5 | 12 | -3 | 10 | nt
Cc1ccc(NC(=O)C2C3C=CC(O3)C2C(=O)O)cc1C (stereo unspecified)
→ 1 | 13 | 1 | 5 | 2 | 4 | -10 | -3 | 5 | 18 | -4
CCCCc1c(C)[nH]c(=S)[nH]c1=O
→ 10 | -19 | -10 | 1 | -7 | 6 | 11 | -4 | -9 | 15 | 0
CCOc1ccc(NC(=O)NCc2cccnc2)cc1
→ 5 | -8 | -24 | -6 | -1 | -2 | 7 | -13 | 18 | -4 | -8
CC1CCCC(NC(=O)c2cccc(S(=O)(=O)N3CCCCC3)c2)C1C (stereo unspecified)
→ -3 | 3 | 9 | -4 | -2 | -2 | 10 | -9 | -1 | -7 | -7
CCC(c1nnc(SCC(=O)Nc2ccc(Cl)cc2C(F)(F)F)n1C1CCCCC1)N(C)C (stereo unspecified)
→ -22 | 12 | -7 | 7 | 5 | 5 | 14 | -9 | -1 | 6 | 8
CCNC(=O)CCn1nc(-c2ccc(Cl)cc2)c2ccccc2c1=O
→ nt | -18 | 4 | 2 | -5 | -11 | -41 | -11 | 1 | 2 | 3
CCC(C)NC(=O)c1cc(S(=O)(=O)N2CCCCC2)c[nH]1 (stereo unspecified)
→ 6 | 22 | 1 | 5 | -2 | 3 | 8 | -17 | 2 | 10 | 0
CCN(CCCNC(=O)c1[nH]c(C)c(C(C)=O)c1C)c1ccccc1
→ -1 | -9 | -6 | 4 | -2 | 0 | -3 | 3 | -30 | 14 | -1
Cc1[nH]nc(N2CCCCC2)c1[N+](=O)[O-]
→ 12 | 4 | 7 | 0 | 0 | -7 | -15 | 3 | 2 | 9 | -3
CNC(=O)c1ncnnc1N(C)C(=O)NCc1ccccc1
→ 0 | -20 | 1 | 1 | -12 | -1 | -4 | -3 | 7 | 5 | -3
CC1=C(OC(=O)c2ccccc2)C(C)(C)C(c2ccccc2)OC1=O (stereo unspecified)
→ nt | 6 | 2 | -3 | 2 | -4 | -3 | 17 | -20 | 4 | -10
CC(OC(=O)c1cccc(N2C(=O)c3ccccc3C2=O)c1)C(=O)Nc1ccc(N(C)C)cc1 (stereo unspecified)
→ -7 | 10 | -22 | -9 | 6 | -11 | -8 | -5 | 7 | -1 | 5
Nn1c(SCc2nc3ccccc3[nH]2)nnc1-c1ccccc1
→ 20 | -3 | 4 | -14 | -1 | 0 | -13 | -1 | -5 | -6 | 4
CC1Cc2ccccc2N1CC(=O)NC(=O)NC1CCCC1 (stereo unspecified)
→ -2 | 4 | -14 | 6 | -8 | -8 | -18 | 1 | 33 | 11 | 3

2 compounds drawn at random from those above, as already listed:
Results follow in this order: Vif imaging | LRH-1 inv ag | SRC1 inh | NCOA3 inh | TLR9-MyD88 block | NOD2 RIPK2 PPI | SRC2 inh | TRAIL sens C8 | TROY NFkB inh | COUP-TFII inh | EBV LMP1 NFkB
Nn1c(SCc2nc3ccccc3[nH]2)nnc1-c1ccccc1
→ 20 | -3 | 4 | -14 | -1 | 0 | -13 | -1 | -5 | -6 | 4
CCN(CCCNC(=O)c1[nH]c(C)c(C(C)=O)c1C)c1ccccc1
→ -1 | -9 | -6 | 4 | -2 | 0 | -3 | 3 | -30 | 14 | -1

Carrying on.
Results follow in this order: Vif imaging | LRH-1 inv ag | SRC1 inh | NCOA3 inh | TLR9-MyD88 block | NOD2 RIPK2 PPI | SRC2 inh | TRAIL sens C8 | TROY NFkB inh | COUP-TFII inh | EBV LMP1 NFkB
CC1=CC(C)(C)N(S(=O)(=O)c2ccc(C)cc2)c2ccccc21
→ nt | 10 | 11 | 10 | 1 | 0 | 0 | 23 | 22 | 1 | 11
COc1ccc(NC(=O)C2(N(C(=O)Cn3nnnc3N)c3ccc(OC)cc3)CCCCC2)cc1
→ 4 | -12 | 7 | 14 | -5 | 1 | 8 | -20 | -6 | -14 | 6
COC(=O)[C@H]1[C@H]2C[C@@H]3c4[nH]c5cc(OC)ccc5c4CCN3C[C@H]2C[C@@H](OC(=O)/C=C/c2cc(OC)c(OC)c(OC)c2)[C@@H]1OC
→ -1 | 18 | -10 | -3 | -2 | -14 | -2 | 11 | 12 | -4 | 14
O=C1C2C3C=CC(C3)C2C(=O)N1c1ccc(S(=O)(=O)Nc2nccs2)cc1 (stereo unspecified)
→ 10 | 11 | -17 | 10 | 5 | -8 | -30 | 8 | -9 | 2 | -3
N#CCC(=O)Nc1ccc(C(=O)OCC(=O)NC(=O)Nc2ccc3c(c2)OCCO3)cc1
→ 9 | -60 | -80 | -46 | 6 | -2 | -55 | 6 | -57 | -36 | -13
NS(=O)(=O)c1ccc(Nc2nc(-c3cccnc3)cs2)cc1
→ -17 | 25 | 26 | 31 | -4 | 6 | -7 | -6 | 13 | 17 | -5
COC(=O)c1cc(S(=O)(=O)NCC2CCN(Cc3ccc(F)cc3)CC2)c[nH]1
→ -6 | 11 | -1 | -6 | -12 | -3 | 13 | 1 | 17 | -8 | 5
O=C(NCCCc1ccccc1)c1ccccc1O
→ -1 | -107 | -34 | -48 | -8 | -2 | -19 | -2 | -54 | 7 | -16
CCc1c(C)sc(NC(=O)c2cc(-c3ccco3)on2)c1C#N
→ -19 | 6 | -15 | 6 | -2 | -12 | -1 | -10 | -4 | 0 | -5
O=C1NC(=S)/C(=C\c2ccc(-c3ccccc3Cl)o2)S1
→ 1 | -7 | -7 | 13 | -4 | -1 | -34 | -4 | -38 | -3 | 1
COc1ccc(NC(=O)C(NC(=O)Cc2cccs2)c2ccccc2)cc1 (stereo unspecified)
→ 5 | 1 | 3 | 12 | 5 | 0 | 1 | 1 | -8 | 8 | -9
O=C(CC1C(=O)NCCN1Cc1ccc(F)c(F)c1)NCCCn1ccnc1 (stereo unspecified)
→ -11 | -4 | -19 | -10 | 8 | -12 | -10 | -3 | 0 | -6 | -7

Structural class: the compounds so far containing an NH in an aromatic ring.
Results follow in this order: Vif imaging | LRH-1 inv ag | SRC1 inh | NCOA3 inh | TLR9-MyD88 block | NOD2 RIPK2 PPI | SRC2 inh | TRAIL sens C8 | TROY NFkB inh | COUP-TFII inh | EBV LMP1 NFkB
CCCCc1c(C)[nH]c(=S)[nH]c1=O
→ 10 | -19 | -10 | 1 | -7 | 6 | 11 | -4 | -9 | 15 | 0
CCC(C)NC(=O)c1cc(S(=O)(=O)N2CCCCC2)c[nH]1 (stereo unspecified)
→ 6 | 22 | 1 | 5 | -2 | 3 | 8 | -17 | 2 | 10 | 0
CCN(CCCNC(=O)c1[nH]c(C)c(C(C)=O)c1C)c1ccccc1
→ -1 | -9 | -6 | 4 | -2 | 0 | -3 | 3 | -30 | 14 | -1
Cc1[nH]nc(N2CCCCC2)c1[N+](=O)[O-]
→ 12 | 4 | 7 | 0 | 0 | -7 | -15 | 3 | 2 | 9 | -3
Nn1c(SCc2nc3ccccc3[nH]2)nnc1-c1ccccc1
→ 20 | -3 | 4 | -14 | -1 | 0 | -13 | -1 | -5 | -6 | 4
COC(=O)[C@H]1[C@H]2C[C@@H]3c4[nH]c5cc(OC)ccc5c4CCN3C[C@H]2C[C@@H](OC(=O)/C=C/c2cc(OC)c(OC)c(OC)c2)[C@@H]1OC
→ -1 | 18 | -10 | -3 | -2 | -14 | -2 | 11 | 12 | -4 | 14
COC(=O)c1cc(S(=O)(=O)NCC2CCN(Cc3ccc(F)cc3)CC2)c[nH]1
→ -6 | 11 | -1 | -6 | -12 | -3 | 13 | 1 | 17 | -8 | 5

From PubChem BioAssay
